LmPK inhibitor: blocks Leishmania mexicana pyruvate kinase activity | Q27686 | purified LmPK, Kinase-Glo ATP luminescence, 1 h | Potency, µM (titrated, usually from 57.5 µM), for the others: at the highest dose activity change, negative = inhibition, usual class: inhibitors | 290,000 tested, 0.37% active | AID 1721; also: potency is read from the fitted curve at half-maximal effect; % is scaled to controls: 0 for no effect and ±100 for the full control effect
Target sequence (Q27686 whole entry, looked up): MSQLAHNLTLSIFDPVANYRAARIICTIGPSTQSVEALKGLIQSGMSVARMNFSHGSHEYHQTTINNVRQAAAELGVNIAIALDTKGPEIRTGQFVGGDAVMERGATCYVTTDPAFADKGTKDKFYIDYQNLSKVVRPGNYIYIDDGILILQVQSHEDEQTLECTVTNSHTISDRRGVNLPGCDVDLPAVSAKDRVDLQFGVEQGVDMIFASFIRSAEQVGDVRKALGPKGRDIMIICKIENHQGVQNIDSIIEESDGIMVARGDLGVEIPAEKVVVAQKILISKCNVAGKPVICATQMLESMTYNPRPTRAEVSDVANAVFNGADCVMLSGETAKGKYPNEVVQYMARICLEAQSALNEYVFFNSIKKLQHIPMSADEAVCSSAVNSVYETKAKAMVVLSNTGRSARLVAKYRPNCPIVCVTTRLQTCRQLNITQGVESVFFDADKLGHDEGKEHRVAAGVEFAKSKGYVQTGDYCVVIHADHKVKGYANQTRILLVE
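ATP generated from ADP (0.1 mM) and PEP (0.5 mM) by 0.1 nM LmPK over 1 h at room temperature (pH 7.2 imidazole buffer) was detected by coupled luciferase luminescence. Values were normalized to uninhibited and no-enzyme wells.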
Cycloheximide cs: affects cycloheximide protein synthesis inhibition readout, counter-screen; 300,000 tested, 12% active; max response, %; cell reporter, cycloheximide protein synthesis inhibition counterscreen; AID 2314; in the data active = max response mostly above about 13%, no sharp cut-off; inactive = mostly below about 14%; also: read at 38.3 µM for the half of the compounds with a filed dose; 0% is about no effect
Pf growth 96h: inhibits malaria parasite growth, 96 h; 320,000 tested, 6.9% active; P. falciparum luciferase reporter growth, 96 h; Potency, µM (doses to about 28.7 µM), for the others: at the top dose activity change, negative = inhibition, hits mostly inhibitors; also: potency is read from the fitted curve at half-maximal effect; % is scaled to controls: 0 for no effect and ±100 for the full control effect
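P. falciparum expressing integrated firefly luciferase grown in erythrocytes (2% hematocrit, 0.05% parasitemia final) with compounds for 96 hours at 37 C, 5% CO2. Growth inhibition read as loss of luminescence after adding luciferase detection reagent.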
Pf growth 48h: P. falciparum growth inhibition at 48 hours (one generation) | AID 504832 | Potency, µM (titrated, usually from 28.7 µM), without a hit: at the highest dose activity change, negative = inhibition, actives largely listed as inhibitors | P. falciparum luciferase growth in erythrocytes, 48 h | 310,000 tested, 5.9% active; also: potency is read from the fitted curve at half-maximal effect; % is scaled to controls: 0 for no effect and ±100 for the full control effect
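Luciferase-expressing parasites in RBCs, 2% Hct / 0.1% parasitemia final; RPMI 1640 + 0.5% Albumax; 37 C, 5% CO2, one generation; luminescence read-out, lower signal = inhibition.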
Shiga toxin inh: blocks Shiga toxin action in Vero cells; Vero cells, Shiga toxin protein synthesis inhibition reporter; inhibition, % at 38.7 µM; 290,000 tested, 9.2% active; in the data active = inhibition mostly above about 28%, no sharp cut-off; inactive = mostly below about 43%; also: 0% is about no effect
HCV inhibitor: inhibitors of hepatitis C virus infection; Huh7.5.1 HCVcc-Cre infection, luciferase reporter, 44 h; Potency, µM (titrated, usually from 41.8 µM), without a hit: top-dose activity change, negative = inhibition, usual class: inhibitors; 340,000 tested, 3.4% active; also: potency is read from the fitted curve at half-maximal effect; % is scaled to controls: 0 for no effect and ±100 for the full control effect
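Cells (1,000/well) were plated 4 h before compound, then infected with HCVcc-Cre virus (~0.5 moi). After 44 h further culture, infection was read as luciferase luminescence following a 15 min substrate incubation at room temperature.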
TbPYK inhibitor: inhibitors of Trypanosoma brucei pyruvate kinase; Potency, µM (series often up to 76.8 µM), without a hit: top-dose activity, negative = inhibition, actives largely listed as inhibitors; 410,000 tested, 0.12% active; TbPYK enzyme, Kinase-Glo Plus ATP luminescence, 45 min; Q57TT1; AID 624173; also: potency is read from the fitted curve at half-maximal effect; % is scaled to controls: 0 for no effect and ±100 for the full control effect; nearly all actives have a fitted effect of over 50% in size
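Assay buffer: 50 mM TEA pH 7.2, 100 mM KCl, 10 mM MgCl2, 0.05% BSA, 0.01% Tween-20. Pyruvate kinase from T. brucei plus substrate met compound, then ADP (130 uM final). Luminescence was read post 45 min RT.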
* hit, by the source's call; ? = inconclusive; / = no result given; & = joins results of further samples; [ ] = dose if it differs, or a comment. Unless noted, calls follow the shape of the dose curve; as a rule, active = well fitted curve in the direction sought with a large enough effect; inconclusive = small, poorly fitted or top-dose-only effect, or another doubt; inactive = no such curve, though single readings can be large; an effect the other way counts as inactive or inconclusive.

Each structure is followed by: LmPK inhibitor | Cycloheximide cs | Pf growth 96h | Pf growth 48h | Shiga toxin inh | HCV inhibitor | TbPYK inhibitor
1) CCN1CCN(c2nc(N)c([N+](=O)[O-])c(Nc3ccc(C)cc3)n2)CC1
  0% | -1 | ? | ? | 1 | 12% | -4%
2) CC(NC(=O)Cn1ncc(Cl)c(Cl)c1=O)C12CC3CC(CC(C3)C1)C2 (stereo unspecified)
  -2% | -8 | -17% | -8% | -21 | 10µM* | -3%
3) O=C(NC(=S)Nc1ccc(S(=O)(=O)Nc2ccccc2)cc1)C1CC1
  0% | 6 | 23% | 0% | -8 | 15% | 1%
4) O=c1c2cc(NC(=S)NC3CCCCC3)ccc2nc2n1CCCCC2
  2% | 2 | ? | ? | 12 | ? | 0%
5) O=C(c1cc2ccccc2c(=O)o1)N1CCCCCC1
  2% | 71* | 3% | 3% | 141* | 29% | -7%
6) CCOc1cc2c(cc1OCC)-n1cccc1C(c1cc(OC)ccc1F)NC2 (stereo unspecified)
  6% | -5 | 2.9µM* | ? | -7 | ? | -10%
7) Cc1cccc(N2CCN(C(=S)c3ccccc3)CC2)c1
  -5% | 2 | -14% | 3% | -2 | -2% | 1%
8) CC(=O)[C@H]1CC[C@H]2C3CC=C4C[C@@H](O)CC[C@]4(C)C3CC[C@]12C (stereo partly specified)
  / | / | 4% | -3% | / | / | 1%
9) COc1cccc(NS(=O)(=O)c2ccc3[nH]cc(C(=O)NCCC(C)C)c(=O)c3c2)c1
  8% | 1 | 61%[activator] | 9.3µM* | -10 | ? | -4%
10) Cc1ccc(C)c(S(=O)(=O)N2CCN(C(=O)CCNS(=O)(=O)c3ccc(C)c(C)c3)CC2)c1
  / | / | ? | ? | / | ? | -2%
11) Oc1ccc(C2=NNC(=NCc3ccc4c(c3)OCO4)SC2)c(O)c1
  2% | 32* | ? | 13% | 14 | -15% | -22%
12) Cc1ccc(C)c(N(CC(=O)NCc2ccccc2)C(=O)c2csnn2)c1
  5% | 0 | 2% | 16% | -10 | 6% | 1%
13) O=C(CCS(=O)(=O)c1ccc(Br)cc1)N1CCN(c2ccc(Cl)cc2)CC1
  8% | -7 | ? | 18% | -17 | -10% | -2%
14) Cc1ccc(C2=NNC3(CCOC(C)(C)C3)S2)cc1 (stereo unspecified)
  0% | 37* | ? | 63%[activator] | 54* | 5% | -18%
15) Cc1cc(N2CCCC2)c(F)cc1/C=C\[N+](=O)[O-]
  -8% | 21 | -6% | 49%[1.15 µM] | 5 | 5% | -2%
16) COc1ccccc1Nc1cc(C(=O)NCCCN(C)C2CCCCC2)c2ccccc2n1
  / | -15 | / | / | -11 | / | -5%
17) CCC(C(=O)NC1CCCC1)N(C(=O)c1snc(C(N)=O)c1N)c1ccc(OC)cc1 (stereo unspecified)
  -7% | -2 | 37%[activator] | -9% | -4 | -18% | -10%
18) CCCCn1c(N)c(N(CC(C)C)C(=O)C2CCCN(C(=O)c3ccc(Cl)cc3)C2)c(=O)[nH]c1=O (stereo unspecified)
  / | / | ? | ? | / | 5% | 5%
19) COc1ccc(Cn2ccnc2SCC(=O)Nc2ccccc2OC)cc1
  0% | -1 | ? | ? | -8 | -18% | -15%
20) CCc1cc(C(=O)Nc2cc(S(=O)(=O)N(C)C)ccc2C)sc1C
  7% | -1 | -16% | 9% | -3 | -19% | -4%
21) NC(=O)COc1ccc(NS(=O)(=O)Cc2ccccc2)cc1
  5% | 0 | ? | 18% | -6 | 25% | -4%
22) COc1ccc2ccn(S(=O)(=O)c3ccccc3)c2c1
  5% | 0 | -10% | -1% | / | -6% | -3%
23) Cc1ccc(S(=O)(=O)NCCCN2CCOCC2)c(C)c1
  -3% | -9 | 12% | -1% | -11 | 29% | -10%
24) Cc1cc(C(=O)CSc2nnc(N)s2)c(C)n1-c1c(C)n(C)n(-c2ccccc2)c1=O
  11% | -5 | -11% | / | -6 | 24% | -4%
25) C=COCCNC(=S)Nc1cccc(Cl)c1
  3% | -1 | 6% | -2% | 2 | 5% | -5%
26) O=C(Oc1c(-c2ccccc2)c(=O)n2c3c(cccc13)CC2)c1ccco1
  -3% | -3 | -2% | 22% | 13 | 20% | -3%
27) COc1ccc(S(=O)(=O)N2CCCC(C(=O)NC3CC3)C2)cc1OC (stereo unspecified)
  / | / | 1% | ? | / | 12% | -7%
28) CCOCCCNC(=S)N1CCN(CC)CC1
  1% | -4 | 31%[activator] | -4% | 3 | 24% | 3%
29) Cc1ncc([N+](=O)[O-])n1CCOC(=O)NC(NCc1cccnc1)C(Cl)(Cl)Cl (stereo unspecified)
  8% | -5 | ? | ? | -8 | 17% | -11%
30) O=C(NCCc1cccc(Cl)c1)c1cccc(-n2cnnn2)c1
  / | / | 3% | 14% | / | 16% | 2%
31) COc1cc(-c2nc3ccc(C)cn3c2Nc2ccc3c(c2)OCCO3)ccc1O
  5% | 13 | 13µM* | 12µM* | 2 | 7% | 0%
32) CCOc1ccccc1C(=O)NCC(=O)NNC(=O)CN(C)S(=O)(=O)c1ccc(Cl)cc1
  / | / | ? | 3% | / | ? | -2%
33) Cc1ccc(C)c(N2CCN(C(=O)CCCn3c(=S)[nH]c4cc5c(cc4c3=O)OCO5)CC2)c1
  -1% | -1 | ? | 12µM* | -9 | ? | /
34) Cc1cc(N2CCN(C3CCCCC3)CC2)nc2cccc(O)c12
  6% | 0 | ? | 2.9µM* | -7 | ? | 0%
35) Fc1ccc(C2CCCCN2Cc2nc(CC3CC3)no2)cc1 (stereo unspecified)
  6% | -1 | ? | -10% | 8 | 0% | 0%
36) O=C(Nc1ccc(Cl)cc1)c1cccs1
  -4% | 60* | 15% | 39%[activator] | 82* | -24% | -2%
37) Cc1nc2ccc(S(=O)(=O)NC(C(=O)Nc3nc4ccc(Cl)cc4s3)C(C)C)cc2s1 (stereo unspecified)
  2% | -4 | ? | / | -14 | -20% | -2%
38) CSc1nnc(CNS(=O)(=O)c2ccc(Cl)cc2)n1C
  0% | -4 | 3% | -8% | -7 | 15% | -8%
39) Cn1c(Cn2c(=O)sc3ccccc32)nnc1SCc1ccccn1
  0% | -4 | 21% | 4% | -4 | -8% | -4%
40) CCN(CC(=O)NC(C)C)Cc1nc2sc3c(c2c(=O)[nH]1)CCC3
  1% | -3 | / | ? | -14 | ? | -1%
41) CCOC(=O)N1CCN(S(=O)(=O)c2c(C)nn(C)c2C)CC1
  -3% | -2 | ? | 4% | -6 | 7% | -10%
42) Cc1ccc(C(=O)Nc2ccc(CN3CCS(=O)(=O)CC3)cc2)cc1C
  2% | 36* | 43%[activator] | 8% | 73* | ? | -7%
43) NS(=O)(=O)c1ccc(N/N=C/c2ccc3c(c2)OCO3)c([N+](=O)[O-])c1
  -10% | 12 | 44%[activator] | 9% | 7 | 9% | 1%
44) c1ccc(COc2ccc(OCCCN3CCCCC3)cc2)cc1
  -12% | 32* | 8% | / | 53* | ? | 1%
45) O=C(NNC(=O)c1ccccc1F)c1ccc(NS(=O)(=O)c2ccc(F)cc2)cc1
  / | / | 31%[activator] | -10% | / | 8% | -25%
46) COc1ccc(CC(=O)n2c(CC#N)nc3ccccc32)cc1OC
  -4% | -2 | 1% | 33%[activator] | 24 | 11% | -4%
47) COC(=O)c1sccc1-c1ccc(C(=O)Nc2cccc(Cl)c2)o1
  5% | 15 | 61%[activator] | 48%[activator] | 51* | ? | 2%
48) O=C(Cc1nnc(NC(=O)c2ccccc2)s1)N/N=C/c1cccc(O)c1
  -3% | 14* | ? | 28% | 12 | -15% | 10%
49) CN(C(=O)CC1C(=O)NCCN1Cc1cccc(F)c1F)C1CC(C)(C)NC(C)(C)C1 (stereo unspecified)
  2% | -2 | ? | 37%[activator] | 12 | 19% | 8%
50) COc1ccc(C(=O)NCCc2c[nH]c3ccccc23)cc1S(=O)(=O)N1CCCCC1C (stereo unspecified)
  / | / | 13µM* | 8.3µM* | / | ? | -7%
51) CCCC(=O)N=c1sc2c(OC)ccc(OC)c2n1C
  0% | -3 | 44%[activator] | 42%[activator] | -2 | -8% | -1%
52) CCOC(=O)c1nc(SC)n(C)c1C(=O)OCC
  1% | -3 | 15% | -8% | -7 | 14% | -10%
53) Cn1c(=O)c2cc(S(=O)(=O)Nc3ccc4c(c3)OCO4)ccc2n(C)c1=O
  6% | -2 | / | ? | 8 | ? | 0%
54) O=C(O)CCn1ccc2cc(S(=O)(=O)N3CCCCCC3)ccc21
  1% | 5 | 6% | 6% | -13 | 9% | 5%&-1%
55) COc1ccc2ccccc2c1CNCCCN1CCOCC1
  0% | -4 | 5% | -23% | 5 | -14% | 0%
56) CCc1cccc2c(C#N)cn(CC(=O)NCc3ccco3)c12
  -3% | 1 | / | 10µM* | 15 | ? | -25%
57) CCOC(=O)/C=C/[C@H]1CCc2cccc(C)c2O1
  / | / | 37%[activator] | 12% | / | 16% | -1%
58) O=c1[nH]c(O)c(N=Nc2cc(C(F)(F)F)ccc2Cl)c(=O)[nH]1
  2% | 1 | 6% | -6% | -4 | 1% | -3%
59) COc1cc(C2C(C#N)=C(N)OC3=C2C(=O)CCC3)cc2c1OCO2 (stereo unspecified)
  2% | -3 | -3% | / | 2 | 8% | -3%
60) Nc1nnc(Cc2cccc(Br)c2)s1
  -4% | -1 | 1% | 10% | 11 | 18% | -1%

Three compounds out of the list, sorted by count of non-hydrogen atoms, ascending:
Each structure is followed by: LmPK inhibitor | Cycloheximide cs | Pf growth 96h | Pf growth 48h | Shiga toxin inh | HCV inhibitor | TbPYK inhibitor
15) Cc1cc(N2CCCC2)c(F)cc1/C=C\[N+](=O)[O-]
  -8% | 21 | -6% | 49%[1.15 µM] | 5 | 5% | -2%
46) COc1ccc(CC(=O)n2c(CC#N)nc3ccccc32)cc1OC
  -4% | -2 | 1% | 33%[activator] | 24 | 11% | -4%
31) COc1cc(-c2nc3ccc(C)cn3c2Nc2ccc3c(c2)OCCO3)ccc1O
  5% | 13 | 13µM* | 12µM* | 2 | 7% | 0%

The list continues:
Each structure is followed by: LmPK inhibitor | Cycloheximide cs | Pf growth 96h | Pf growth 48h | Shiga toxin inh | HCV inhibitor | TbPYK inhibitor
61) O=C(c1ccc(Br)s1)N1CCN(Cc2ccc3c(c2)OCO3)CC1
  -18% | -2 | 23% | -21% | -8 | -15% | -2%
62) CN1CCN(c2ccc(NC(=O)c3ccc(-c4ccc(Cl)cc4)o3)cc2)CC1
  5% | 8 | ? | 2.9µM* | 39 | ? | -3%
63) CCOc1ccc(CCNC(=O)c2ccc3c(=O)n4c(nc3c2)CCCCC4)cc1
  -2% | 9 | 9% | ? | -1 | ? | -3%
64) COc1ccc(Cl)cc1S(=O)(=O)n1ccnc1C(C)C
  15% | 5 | 40%[activator] | / | -1 | 10% | -3%
65) Cc1ccccc1C(=NCCCN(C)C)c1ccccc1C
  -3% | 1 | 2% | -13% | 1 | -2% | 0%
66) Cc1ccc(N(C(=O)CNC(=O)c2ccco2)C(C(=O)NC2CCCC2)c2cccnc2)cc1F (stereo unspecified)
  -4% | -1 | -19% | 13% | -15 | 7% | -10%
67) Cc1nc(Nc2ccc(Cl)cc2)c2oc3ccccc3c2n1
  -3% | 7 | ? | ? | -2 | -18% | -8%
68) Cc1ccc(NC(=S)Nc2cc(C)on2)cc1
  -4% | 48* | 156%[activator] | 118%[activator] | 67* | -1% | -8%
